C-LANA FP: inhibitors of KSHV C-LANA binding to DNA, primary screen, biochemical, fluorescence polarization, FAM-LBS DNA, MBP-C-LANA, single point. Kaposi's sarcoma herpesvirus LANA C-terminal domain (residues 932-1162) DNA binding. inhibition, % at 9 µM. 0.078% of 340,000 active;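 active = highest replicate inhibition at or above 60% at 9 µM, even if other replicates fall short; inactive = all replicates below 60% inhibition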;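 note: 0% = neutral control wells and 100% = 4 µM acridine orange control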
Rtt109 Vps75: inhibitors of C. albicans Rtt109/Vps75 HAT, primary screen, biochemical, ThioGlo CoA-SH fluorescence, plate reader | 0.16% of 330,000 active | Histone acetyltransferase RTT109 (Candida albicans (strain SC5314 / ATCC MYA-2876)), … | inhibition, % at 34.9 µM | purified Rtt109/Vps75, 4 h;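 active = inhibition of at least 50% in every replicate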
SUMO Mot1 rescue: yeast Mot1-301 growth rescue at high temperature, primary screen, SUMOylation pathway inhibitor project, S. cerevisiae, ATP luminescence, 38.5C; S. cerevisiae Mot1-301 growth rescue; percent above DMSO median, 100 means doubled; growth rescue, % at 18.8 µM; 1% of 320,000 active; AID 2716, 2010;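 active = every valid replicate shows activation above 250% relative to neutral control wells; inactive = the rest, any valid replicate at or below 250%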;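 note: OY570 slx delta 5 strain wells were the positive control but not used for scaling; some compounds called inactive have numbers as strong as hits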
dFosB act: activators of delta FosB homodimer, primary screen, biochemical, fluorescence polarization, TAMRA-CDK5 oligo, single point | Protein FosB (Mus musculus), P13346 | purified delta FosB; percent of positive-control signal above neutral wells | activation, % at 25 µM | 0.99% of 340,000 active | AID 493131, 2011;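 active = mean activation above about 17%, with every replicate also reaching it, limit read from the data, passing the limit was not always enough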;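 note: fluorescence polarization rise as delta FosB binds a TAMRA Cdk5 AP-1 oligo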
Target sequence (P13346 whole entry, looked up): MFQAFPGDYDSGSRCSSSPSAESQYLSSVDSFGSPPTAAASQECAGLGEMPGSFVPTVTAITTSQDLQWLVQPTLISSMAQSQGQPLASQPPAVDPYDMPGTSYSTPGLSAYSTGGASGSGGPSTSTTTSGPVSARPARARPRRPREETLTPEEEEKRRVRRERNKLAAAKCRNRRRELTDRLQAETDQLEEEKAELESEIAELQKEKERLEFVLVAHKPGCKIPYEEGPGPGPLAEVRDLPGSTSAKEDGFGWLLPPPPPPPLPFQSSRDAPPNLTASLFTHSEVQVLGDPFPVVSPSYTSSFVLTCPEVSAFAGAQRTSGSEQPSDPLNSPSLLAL
PvdQ acylase: P. aeruginosa PvdQ acylase inhibitors, primary screen, biochemical, fluorescence, plate reader and imaging, single point | PvdQ acylase [Pseudomonas aeruginosa LESB58] | purified PvdQ acylase | inhibition, % at 10 µM | 0.063% of 340,000 active; in the data active = inhibition above about 30%, passing the limit was not always enough;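 note: 0% = vehicle neutral wells and 100% = reference inhibitor wells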
PfHsp90 set2: growth inhibition of PfHsp90-expressing yeast, primary screen, antimalarial PfHsp90 inhibitor project, S. cerevisiae, BacTiter-Glo luminescence, single point, set 2 | 0.32% of 310,000 active | BacTiter-Glo ATP, 48 h; yeast lacking PDR1 and PDR3 efflux regulators | inhibition, % at 9.4 µM;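 active = every replicate shows inhibition above about 80%, whatever the replicate mean, limit read from the data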;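 note: 0% = DMSO neutral controls and 100% = 20 µM radicicol positive controls; yeast relying on Plasmodium falciparum Hsp90 in place of its own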
NSD2 HMT inh: NSD2 histone methyltransferase inhibitors, primary screen, biochemical, AlphaScreen, single concentration, set 2 | Histone-lysine N-methyltransferase NSD2 (Homo sapiens), O96028 | NSD2 peptide methylation, 120 min | inhibition, % at 12.5 µM | 0.54% of 310,000 active; in the data active = inhibition above about 50%
Keap1 Nrf2 FP: Keap1-Nrf2 protein-protein interaction inhibitors, primary screen, biochemical, fluorescence polarization, single point; Kelch-like ECH-associated protein 1 (Homo sapiens), Q14145; Keap1 Kelch-Nrf2 peptide fluorescence polarization, 1536-well; inhibition, % at 9.4 µM; 0.15% of 340,000 active; in the data active = inhibition above about 12%;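 note: human Keap1 Kelch domain with fluorescein labeled Nrf2 9mer peptide probe; 0% = neutral control wells and 100% = peptide positive control; higher means more block of Keap1 binding to Nrf2 peptide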
Target sequence (Q14145 whole entry, looked up, the tested form may be a part): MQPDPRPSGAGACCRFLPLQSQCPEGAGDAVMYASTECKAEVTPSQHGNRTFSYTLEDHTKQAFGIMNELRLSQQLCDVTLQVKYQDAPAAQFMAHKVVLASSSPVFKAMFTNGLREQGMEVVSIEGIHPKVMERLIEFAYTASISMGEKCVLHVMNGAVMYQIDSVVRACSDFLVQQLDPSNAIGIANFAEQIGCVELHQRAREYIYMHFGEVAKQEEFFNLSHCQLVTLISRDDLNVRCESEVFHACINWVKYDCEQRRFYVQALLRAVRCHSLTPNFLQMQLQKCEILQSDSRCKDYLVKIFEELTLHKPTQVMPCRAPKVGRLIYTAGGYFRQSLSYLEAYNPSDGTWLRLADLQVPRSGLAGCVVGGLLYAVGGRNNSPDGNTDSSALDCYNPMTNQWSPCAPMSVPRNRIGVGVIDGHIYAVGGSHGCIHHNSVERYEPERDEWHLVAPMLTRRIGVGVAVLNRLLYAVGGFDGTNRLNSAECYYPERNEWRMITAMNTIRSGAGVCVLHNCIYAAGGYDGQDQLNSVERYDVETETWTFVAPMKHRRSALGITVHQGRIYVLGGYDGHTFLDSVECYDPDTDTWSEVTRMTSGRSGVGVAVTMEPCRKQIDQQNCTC
cardiac RTF act: cardiac RTF calcium sensitivity activators, primary screen, biochemical, IANBD-TnC fluorescence, EC20 calcium; Troponin I, cardiac muscle (Homo sapiens) + Troponin T, cardiac muscle (Homo sapiens) + …; 0.24% of 340,000 active; IANBD-labeled TnC RTF fluorescence at EC20 calcium; 0% EC20 calcium, 100% full calcium; AID 493008, 2010; activation, % at 7.2 µM;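 active = activation above the mean over all tested compounds plus 3 SD, cut at about 30% in these data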;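 note: rise in fluorescence read as greater calcium sensitivity of cardiac thin filaments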
CDK5 p35 inh: inhibitors of human CDK5/p35 kinase, primary screen, biochemical, single concentration; Cyclin-dependent kinase 5 (Homo sapiens) + Cyclin-dependent kinase 5 activator 1 (Homo …; Recombinant CDK5/p35, ADP-Glo luminescence, 60 min; inhibition, % at 10 µM; 0.01% of 330,000 active; AID 488839, 2010;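 active = highest replicate inhibition of at least 50% and at least 75% of replicates reaching 50%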;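 note: plate controls were DMSO neutral control for no effect and GW8510 at 10 µM for full effect; many of its hits are not listed in these tables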
Cardiac RTF inh: cardiac RTF calcium sensitivity inhibitors, primary screen, biochemical, IANBD-TnC fluorescence, EC70 calcium; Troponin I, cardiac muscle (Homo sapiens) + Troponin T, cardiac muscle (Homo sapiens) + …; IANBD-labeled cardiac RTF, Ca2+ fluorescence; inhibition, % at 7.15 µM; 0.12% of 340,000 active; AID 493244, 2011;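 active = inhibition above the mean inhibition of all tested compounds plus 3 SD, cut at about 17% in these data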;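 note: assay run at fixed EC70 calcium of 1.6 mM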
* = called active by the depositor; . = not tested or not shown; & = joins results of further samples.

SMILES | C-LANA FP | Rtt109 Vps75 | SUMO Mot1 rescue | dFosB act | PvdQ acylase | PfHsp90 set2 | NSD2 HMT inh | Keap1 Nrf2 FP | cardiac RTF act | CDK5 p35 inh | Cardiac RTF inh
CC(C)Oc1cc(NC(=O)CS(=O)(=O)CC(=O)N(C)C)c(Cl)cc1Cl | 0.2 | 3 | -6 | -4 | -12 | 15 | -3 | -3 | -1 | -1.0 | -7
Cc1ccccc1C(=O)N1CCN(c2ccc(NC(=O)c3ccco3)cc2Cl)CC1 | 0.0 | 8 | 5 | 1 | -4 | 0 | 2 | 0 | -3 | 0.7 | 1
CC(C)COc1ccc(C(=O)Nc2ccc(N3CCOCC3)cc2N2CCOCC2)cc1 | -3.2 | -9 | -7 | -13 | -11 | -5 | 1 | -2 | 6 | -3.2 | 0
O=C(COc1ccc(Br)cc1)NC(=S)Nc1ccccc1N1CCOCC1 | 1.9 | -3 | 13 | 4 | -23 | 0 | -2 | -2 | -1 | 0.3 | -10
CN(CC(=O)Nc1ccc(F)cc1)C(=O)CCc1nc2ccccc2c(=O)[nH]1 | 2.3 | 2 | -17 | -4 | 4 | . | 0 | -6 | 5 | -3.4 | -15
CCOc1ccc(N2C(=O)CC(SC(=NC)Nc3ccc(F)cc3)C2=O)cc1 (centres undefined) | -0.2 | 4 | -1 | 6 | -7 | -77 | -2 | -1 | 4 | 0.4 | -13
NC(=O)CCC(NS(=O)(=O)c1ccc(Cl)cc1)C(=O)NCC1CCCCC1 (centres undefined) | 1.2 | 5 | 2 | -9 | -9 | 8 | 0 | -1 | 9 | -1.0 | -13
CC1CCN(C(=O)Cn2c(=O)oc3cc(S(=O)(=O)N4CCCCC4)ccc32)CC1 | -0.1 | -3 | -1 | -6 | -3 | 12 | 2 | 3 | 2 | 0.6 | -5
CN1CCN(S(=O)(=O)c2ccc(N(C)Cc3ccc(OC(F)F)cc3)c([N+](=O)[O-])c2)CC1 | -1.1 | 19 | 7 | 7 | 1 | -21 | 2 | -7 | -12 | 0.4 | 1
NNC(=O)c1cc(-c2ccc(O)cc2)nc2ccc(Br)cc12 | -2.4 | -1 | 2 | 0 | -11 | -14 | 0 | 2 | 0 | 0.8 | -3
N#Cc1ccc(NC(=O)c2cc(-c3cccs3)on2)cc1 | 0.4 | 6 | -4 | 22* | 1 | 17 | 0 | 0 | 0 | 0.8 | 10
Cc1cc(C(=O)CN2C(=O)NC3(CCCc4sccc43)C2=O)c(C)n1-c1ccccc1 (centres undefined) | 1.7 | 39 | 38 | -3 | 4 | 18 | 1 | -1 | 1 | 1.3 | 8
COCC(=O)N1CCN(c2nc3ccccc3o2)CC1 | 0.0 | -5 | -3 | -5 | 7 | . | -1 | 3 | 2 | 0.2 | -12
C=CCNC(=O)NC(=O)COC(=O)CCCSc1nc2ccccc2[nH]1 | -1.0 | 33 | 612* | 1 | 0 | 6 | -1 | -2 | -1 | -0.4 | -4
Cc1cccc(OCCOc2ccccc2C=C(C#N)C#N)c1 | 1.8 | 7 | -7 | -2 | -4 | -9 | -1 | -3 | 5 | 0.0 | 2
CCOC(=O)N1CCN(C(=O)c2ccc3c(c2)N(C)C(=O)/C(=C\c2ccc(OCC)c(OC)c2)S3)CC1 | -0.9 | 12 | -8 | -10 | 9 | -65 | . | 4 | -1 | -0.4 | -7
CCOc1ccc2[nH]c(=O)c(C(c3nnnn3Cc3ccco3)N3CCCC(C)C3)cc2c1 (centres undefined) | 1.5 | 21 | -5 | -21 | 6 | 6 | 10 | 1 | -6 | -1.6 | -4
CCCCNc1ncnc2c1nnn2Cc1ccccc1Cl | 1.0 | 3 | -7 | 4 | -14 | -7 | -1 | 1 | 0 | 0.4 | -5
COC(=O)c1c(C(=O)OC)c2ccccn2c1C(=O)c1ccccc1 | -2.3 | 0 | -1 | -11 | -5 | -6 | -5 | -4 | -2 | -0.6 | -2
CC(=O)NCCc1nc2cc(NC(=O)c3ccc(Cl)cc3)ccc2n1C | 1.6 | -1 | -13 | -4 | 5 | 24 | -2 | 4 | -4 | 0.8 | 1
Cc1cc(=O)cc(C)n1-c1ccc(Cl)c(Cl)c1 | 0.5 | 13 | -3 | -4 | -14 | -5 | 2 | 3 | -3 | -2.7 | -2
CCOC(=O)c1c(Nc2ccc(Cl)cc2)sc(/C=C2\C=Nc3ccccc32)c1O | -0.2 | -5 | 46 | -9 | -5 | -20 | -1&-2 | -2 | 0 | -1.6 | -2
O=C(NCCc1ccc2c(c1)OCCO2)c1ccc([N+](=O)[O-])cc1Cl | 0.4 | 4 | 46 | -2 | -8 | -14 | 3 | -1 | 3 | -2.0 | 4
Cc1cc(C)c[n+](CC(=O)c2ccc(-c3ccccc3)cc2)c1 | -2.0 | 3 | -10 | -1 | -3 | 6 | 1 | -2 | -2 | -0.2 | 1
Cn1nc(C(=O)NCc2cccnc2)c2ccccc2c1=O | 2.4 | -10 | 8 | -17 | -15 | -22 | -1 | -3 | 5 | 0.1 | -9

The list goes on.
SMILES | C-LANA FP | Rtt109 Vps75 | SUMO Mot1 rescue | dFosB act | PvdQ acylase | PfHsp90 set2 | NSD2 HMT inh | Keap1 Nrf2 FP | cardiac RTF act | CDK5 p35 inh | Cardiac RTF inh
CSc1nc(-c2ccccc2)cc(C)c1C#N | 0.2 | 0 | 33 | -13 | -4 | -10 | 7 | 1 | 9 | 1.6 | 18*
COc1ccc(NC(=O)C(=O)N/N=C/c2cccnc2)cc1 | -0.8 | -1 | 12 | 6 | -4 | -4 | -3 | -3 | -4 | -0.6 | 6
O=C(c1ccco1)N1CCN(C(=O)C2CC(c3ccc(Cl)c(Cl)c3)=NO2)CC1 (centres undefined) | 1.0 | -2 | 5 | -2 | -7 | 19 | -1 | -5 | 4 | -1.0 | 7
O=C(CCNC(=O)c1ccc(Cl)cc1)Nc1cccc(S(=O)(=O)N2CCCCC2)c1 | -0.9 | -2 | 1 | -7 | -14 | . | -2 | -3 | 5 | 0.6 | -5
O=c1nccc(Nc2ccccc2)[nH]1 | -1.7 | -1 | 15 | -1 | -15 | 0 | 0 | 0 | 1 | 1.2 | 2
CC(C)c1ccc(NC(=O)CC2Oc3ccccc3NC2=O)cc1 (centres undefined) | -0.5 | 0 | -7 | 0 | -4 | -14 | -3 | -3 | 2 | 1.2 | -2
COc1ccc(-c2c(C#Cc3ccsc3)c3cc(Br)ccc3n2C)cc1 | -2.0 | -9 | -3 | -8 | -11 | 7 | . | -3 | 3 | -1.4 | 4
O=C(COC(=O)c1ccc(Br)o1)Nc1ccc(S(=O)(=O)N2CCCC2)cc1 | 1.7 | -7 | 6 | -9 | 4 | 2 | 2 | 1 | -4 | 1.0 | 0
CCN(CC)C(=O)C(=O)c1c(-c2ccccc2)[nH]c2ccccc12 | 2.7 | -7 | -2 | 6 | -10 | -5 | -1 | -1 | 16 | -0.9 | -2
O=C(Cc1cccc(NC(=O)C2CCN(C(=O)C3CCC3)CC2)c1)Nc1cccc(C(=O)N2CCCCC2)c1 | 0.9 | -20 | . | -4 | -15 | -3 | . | 3 | -6 | 0.3 | -6
Cc1nn(Cc2cccc(C(=O)NC(C)c3ccc(C(C)(C)C)cc3)c2)c(C)c1[N+](=O)[O-] (centres undefined) | -0.7 | 11 | 2 | -4 | -15 | -4 | 0 | -3 | 5 | 0.2 | -3
O=C(CCS(=O)(=O)c1ccc(F)cc1)N1CCN(c2ccccc2)CC1 | -1.9 | -6 | . | -4 | -10 | 11 | -3 | -4 | 1 | 0.9 | 3
Cc1ccc(Nc2c(-c3ccco3)nc3nc(C)cc(C)n23)cc1 | 1.7 | 4 | -4 | -11 | -22 | 23 | 2 | -9 | 3 | -5.9 | -8
CNc1nc(-c2ccccc2)cc(-c2ccccc2)n1 | 3.2 | 5 | 4 | -3 | -8 | 0 | -15 | 2 | -2 | -0.5 | 2
O=C(Nc1cccc([N+](=O)[O-])c1)c1ccc(N2CCCC2=O)cc1 | 0.2 | -5 | 8 | 3 | -10 | 10 | -2 | -3 | -5 | -0.8 | 3
CCN1CCc2c(sc(NC(=O)c3ccc(S(=O)(=O)N4CCOCC4)cc3)c2C(N)=O)C1 | -2.6 | 9 | 4 | -14 | -10 | -5 | . | -4 | 4 | 0.6 | -15
Cc1ccc2nc(NC(=O)CSc3nncc(=O)n3N)sc2c1 | 0.5 | 12 | 6 | 1 | 9 | -8 | -2 | -4 | -1 | 0.3 | -8
COc1ccc(OC)c(NC(=O)c2cccc(S(=O)(=O)N3CCN(C(C)=O)CC3)c2)c1 | 0.5 | -12 | 0 | -4 | -16 | 38 | 2 | -6 | 4 | -2.1 | 0
C/C(=N/OC(=O)c1cccc(Cl)c1)c1nccs1 | 0.0 | 1 | 16 | -13 | -6 | . | . | 3 | 0 | 0.7 | 1
COC(=O)Nc1cc(C(F)(F)F)ccc1N1CCN(c2ccccc2)CC1 | -1.1 | 2 | -3 | -5 | -3 | 3 | -6 | -7 | 6 | -3.0 | -5
CC1CCC(NC(=O)CCC(=O)N2CC(C)Oc3ccccc32)CC1 (centres undefined) | 0.5 | -3 | . | 1 | -15 | -5 | . | -5 | 2 | 0.3 | 1
O=C1CC(c2ccccc2)CC(O)=C1C=NCc1ccccc1 (centres undefined) | 0.4 | -3 | -13 | -9 | 0 | 7 | -3 | 2 | -2 | -0.6 | -2
CN(Cc1ccon1)C(=O)CC1C(=O)NCCN1CC(C)(C)C (centres undefined) | 1.2 | -15 | 10 | -6 | -12 | 6 | 1 | -1 | 6 | 0.5 | -7
CCOc1ccccc1NS(=O)(=O)c1ccc2[nH]c(=O)[nH]c2c1 | -1.4 | 5 | 2 | 0 | 0 | 34 | 2 | 0 | -1 | -1.7 | 7

A second format for some results above.
smiles,C-LANA FP,Rtt109 Vps75,SUMO Mot1 rescue,dFosB act,PvdQ acylase,PfHsp90 set2,NSD2 HMT inh,Keap1 Nrf2 FP,cardiac RTF act,CDK5 p35 inh,Cardiac RTF inh
CC1CCC(NC(=O)CCC(=O)N2CC(C)Oc3ccccc32)CC1 (centres undefined),0.5,-3,.,1,-15,-5,.,-5,2,0.3,1
O=c1nccc(Nc2ccccc2)[nH]1,-1.7,-1,15,-1,-15,0,0,0,1,1.2,2

Source: PubChem (several laboratories)
